ASAP1 GAP inh: blocks human ASAP1-stimulated Arf1 GTP hydrolysis; Q9ULH1; GDP FP detection; inhibition, % at 16.5 µM; 0.19% of 360,000 active; in the data active = inhibition above about 25%;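 also: 0% = vehicle with enzyme and substrate and 100% = no enzyme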
HTRA1 inhibitor: HTRA1 (human) protease inhibition | recombinant HTRA1, FP-rhodamine activity-based probe, fluorescence polarization | 0.5% of 340,000 active | inhibition, % at 5.96 µM | AID 504803 | Q92743; in the data active = inhibition above about 36%;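 also: 0% = enzyme with DMSO and 100% = wells lacking enzyme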
Target sequence (Q92743 whole entry, looked up): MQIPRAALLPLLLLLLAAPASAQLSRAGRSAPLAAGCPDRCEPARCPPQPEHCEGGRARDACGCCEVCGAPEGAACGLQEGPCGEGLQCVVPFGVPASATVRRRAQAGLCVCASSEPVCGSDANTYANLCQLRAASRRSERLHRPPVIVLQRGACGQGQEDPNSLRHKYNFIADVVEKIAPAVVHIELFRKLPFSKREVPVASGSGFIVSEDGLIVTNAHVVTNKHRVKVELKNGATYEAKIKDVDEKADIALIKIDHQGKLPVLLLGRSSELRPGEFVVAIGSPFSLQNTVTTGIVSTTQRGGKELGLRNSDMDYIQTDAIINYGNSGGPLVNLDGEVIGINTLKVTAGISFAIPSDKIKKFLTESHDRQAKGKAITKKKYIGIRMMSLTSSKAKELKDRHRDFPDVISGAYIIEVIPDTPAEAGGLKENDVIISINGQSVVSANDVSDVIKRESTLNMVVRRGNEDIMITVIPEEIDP
rCAG binder: r(CAG) repeat RNA binding; TO-PRO-1 dye displacement fluorescence; inhibition, % at 3 µM; 1.3% of 370,000 active;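 active = inhibition above the plate cutoff, the mean of all test compounds on that plate plus 3 SD, cut at about 35% in these data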;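 also: 0% = DMSO alone and 100% = 100 µM mitoxantrone as full dye displacement; higher means more dye released from RNA so lower well fluorescence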
ABHD4 inh: inhibitors of mouse ABHD4 | Q8VD66 | purified mABHD4, FP-Rh probe fluorescence polarization | inhibition, % at 8.92 µM | 0.54% of 370,000 active | AID 720543;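 active = inhibition exceeding the mean over every tested compound plus 3 SD, cut at about 30% in these data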;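 also: 0% = plate median of compound wells and 100% = S159A mutant with DMSO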
Target sequence (Q8VD66 whole entry, looked up): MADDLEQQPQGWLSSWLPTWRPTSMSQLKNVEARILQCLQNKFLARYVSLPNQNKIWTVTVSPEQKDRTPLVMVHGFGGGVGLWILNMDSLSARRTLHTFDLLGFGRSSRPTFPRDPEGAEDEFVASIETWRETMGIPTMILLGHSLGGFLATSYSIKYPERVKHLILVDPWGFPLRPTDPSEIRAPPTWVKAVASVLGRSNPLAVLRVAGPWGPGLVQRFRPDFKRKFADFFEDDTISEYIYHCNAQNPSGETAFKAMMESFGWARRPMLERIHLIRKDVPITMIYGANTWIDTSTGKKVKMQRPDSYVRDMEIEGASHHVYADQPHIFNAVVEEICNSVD
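system = mouse ABHD4 enzyme, wild type | medium = HEPES pH 7.0, NaCl, Pluronic buffer | also added = FP-Rh probe | incubation = Enzyme–compound pre-incubation 45 min, then probe 60 min, both 25 °C | technique = fluorescence polarization, excitation 525 nm, emission 598 nm, BODIPY TMR filters | controls = S159A mutant high control, sample median low control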
SMARCA2 act: activators of SMARCA2 function; MG213 cells, MMTV-luciferase reporter, dexamethasone, overnight; activation, % at 9.1 µM; 1% of 370,000 active; in the data active = activation above about 7.8%;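 also: 0% = vehicle wells and 100% = reference activator wells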
ARFGAP1 inhibitor: rat ARFGAP1 inhibition; Q62848; Arfgap1-stimulated ARF1 GTP hydrolysis, GDP FP detection; inhibition, % at 16.5 µM; 0.26% of 360,000 active;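 active = inhibition above a per-plate limit, mean inhibition of low control wells plus 3 SD, cut at about 25% in these data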;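 also: 0% = DMSO wells with enzyme and 100% = wells lacking Arfgap1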
Target sequence (Q62848 1-136 limits assumed): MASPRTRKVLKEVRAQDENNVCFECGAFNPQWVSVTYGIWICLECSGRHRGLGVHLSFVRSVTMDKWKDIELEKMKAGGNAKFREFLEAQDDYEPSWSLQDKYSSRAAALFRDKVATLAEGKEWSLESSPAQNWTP
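material = rat Arfgap1 catalytic domain, aa 1-136 | also added = human ARF1(Δ1-17)-GTP substrate | compound dosing = one concentration, 16.5 µM, DMSO 1.26% | times = GTP hydrolysis reaction 2 h at 25 °C | measured by = FP, GDP Alexa 633 tracer displaced from anti-GDP antibody, 620/688 nm | evaluation = percent inhibition of Arfgap1-stimulated GTP hydrolysis | replication = single well per compound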
NPR1 activator: GC-A (human) enzyme activation; 0.14% of 370,000 active; P16066; activation, % at 10 µM; AID 1671463; HEK293 GC-A cells, cGMP TR-FRET, EC30 ANP; 0% at EC30 ANP, 100% saturating ANP; in the data active = activation above about 40%
PG9 binder: small molecules binding HIV-1 gp120 antibody PG9; TR-FRET gp120-PG9 antibody binding; 0.43% of 360,000 active; inhibition, % at 6.7 µM; AID 624416; in the data active = inhibition above about 8.5%
Rev-erbA mod: Rev-erb alpha (human) modulation | 0.79% of 370,000 active | activity, % at 10 µM | AID 1259318 | Rev-erbα–FITC-DNA binding, fluorescence polarization, 90 min;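 active = activity above about 14%, limit read from the data; passing the limit was not always enough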;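 also: 0% = DMSO wells with 35 nM protein and 100% = DMSO wells with 750 nM protein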
GC-B act: GC-B (human) receptor activation; HEK293-GC-B cells, CNP EC30, cGMP TR-FRET; 0% at EC30 CNP, 100% saturating CNP; activation, % at 10 µM; 0.11% of 370,000 active; AID 1920062;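 active = activation at 10 µM reaching about 35% in either raw or pattern-adjusted values, limit read from the data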
* = called active by the depositor; x = no result given.

Assay codes: A = ASAP1 GAP inh; B = HTRA1 inhibitor; C = rCAG binder; D = ABHD4 inh; E = SMARCA2 act; F = ARFGAP1 inhibitor; G = NPR1 activator; H = PG9 binder; I = Rev-erbA mod; J = GC-B act
N#Cc1ccc(S(=O)(=O)N2CCN(Cc3cccs3)CC2)cc1
  A: -5 | B: -2 | C: 4 | D: 0 | E: -2 | F: 5 | G: 4 | H: -0.5 | I: -2 | J: 2
O=C(NC1(C(F)(F)F)NC(=O)N(c2ccc(F)cc2)C1=O)c1ccncc1 (configuration not stated)
  A: -4 | B: -1 | C: 0 | D: 4 | E: 1 | F: -5 | G: 2 | H: 0.5 | I: 1 | J: 6
COc1ccc2c(c1)C(NC(=O)C(F)(F)F)CC21CCCCC1 (configuration not stated)
  A: -4 | B: x | C: 6 | D: -9 | E: -2 | F: 2 | G: 0 | H: 0.2 | I: -3 | J: -7
O=C(O)C(Cc1ccccc1[N+](=O)[O-])N1C(=O)c2ccccc2C1=O (configuration not stated)
  A: -3 | B: 6 | C: 2 | D: 3 | E: -2 | F: -5 | G: 1 | H: 1.9 | I: -2 | J: 0
CC(OC(=O)C1CCN(S(=O)(=O)c2ccc(C(C)(C)C)cc2)CC1)C(=O)N(C)C1CCCCC1 (configuration not stated)
  A: -5 | B: 2 | C: 1 | D: 4 | E: 0 | F: -4 | G: -2 | H: -1.2 | I: 6 | J: 6
CC(C)(C)n1nnnc1C(c1ccccc1)N1CCN(c2ncccn2)CC1 (configuration not stated)
  A: -15 | B: x | C: 0 | D: 7 | E: 0 | F: -3 | G: 1 | H: 0.8 | I: -6 | J: -3
CCS(=O)(=O)N1CCC(C(=O)N2CCN(Cc3ccccc3)CC2)CC1
  A: 3 | B: 6 | C: -4 | D: 2 | E: 1 | F: 3 | G: 1 | H: 0.1 | I: -4 | J: 3
CN1C(=O)[C@@](O)(c2cn(C)c3ccccc23)c2cc(Br)ccc21
  A: -10 | B: x | C: 4 | D: 4 | E: 7 | F: 3 | G: -8 | H: -0.2 | I: -2 | J: -8
O=[N+]([O-])c1ccc(Cl)c(CN2CCSCC2)c1
  A: 4 | B: 3 | C: -4 | D: 0 | E: -2 | F: 5 | G: 3 | H: -1.8 | I: -1 | J: 6
CCOC(=O)c1ccc(N2C(=O)c3n[nH]c(-c4ccco4)c3C2c2cccc([N+](=O)[O-])c2)cc1 (configuration not stated)
  A: 10 | B: -110 | C: 74* | D: -31 | E: -3 | F: 11 | G: -3 | H: 1.4 | I: -3 | J: -4
CCN(CC(=O)Nc1c(F)cccc1F)C(=O)c1ccc(S(=O)(=O)N2CCCCCC2)cc1
  A: 1 | B: 4 | C: -3 | D: 0 | E: 3 | F: 14 | G: 0 | H: 0.1 | I: -3 | J: 5
O=c1[nH]c(/C=C\c2ccc(O)cc2)nc(O)c1[N+](=O)[O-]
  A: 0 | B: 1 | C: 16 | D: -1 | E: 2 | F: 3 | G: 1 | H: -1.9 | I: -3 | J: -2
CC(C)(C)NC(=O)C(c1ccc(C#N)cc1)n1c(=O)c(-c2ccccc2)nc2ccccc21 (configuration not stated)
  A: -5 | B: x | C: 5 | D: -14 | E: -5 | F: 2 | G: 0 | H: -3.6 | I: 6 | J: -1
COC(=O)c1ccc2c(=O)[nH]c(COC(=O)c3cccc(S(=O)(=O)N4CCOCC4)c3)nc2c1
  A: 1 | B: -1 | C: 8 | D: -4 | E: -2 | F: -1 | G: -2 | H: 3.0 | I: -3 | J: -16
O=C1NC2(CCCCC2)OC12CCCCC2
  A: -12 | B: 3 | C: 4 | D: 4 | E: 3 | F: -5 | G: -1 | H: -1.1 | I: 6 | J: 2
CCN(c1ccc(C)cc1C)S(=O)(=O)c1nnc(NC(=O)c2ccco2)s1
  A: -21 | B: -22 | C: 59* | D: -7 | E: -1 | F: -13 | G: 2 | H: -0.5 | I: 4 | J: 7
Cn1nnc(C(O)CN2CCOCC2)n1 (configuration not stated)
  A: 12 | B: -3 | C: 3 | D: 0 | E: 0 | F: -20 | G: -1 | H: -1.5 | I: 1 | J: 4
COc1ccc(S(=O)(=O)N2CCN(C(=O)c3cccc(Cl)c3)CC2)cc1
  A: -4 | B: -1 | C: -7 | D: 4 | E: -2 | F: -14 | G: -11 | H: -1.0 | I: -7 | J: -6
O=C(O)c1ccc(Cl)c(S(=O)(=O)Nc2ccccc2C(=O)Nc2ccc(Cl)cc2)c1
  A: 6 | B: -20 | C: 45* | D: 29 | E: -1 | F: 3 | G: 1 | H: -1.7 | I: -5 | J: 2
Nc1nc2n(n1)C(c1ccco1)CC(c1ccc(Cl)cc1Cl)N2 (configuration not stated)
  A: 11 | B: 7 | C: -1 | D: 5 | E: 5 | F: -7 | G: 0 | H: -0.9 | I: 0 | J: 0
COCc1nnc(NC(=O)c2ccc(S(=O)(=O)N(C)c3ccccc3)cc2)o1
  A: 1 | B: -2 | C: 13 | D: 0 | E: -4 | F: -21 | G: 1 | H: 0.7 | I: 6 | J: -3
COc1ccc(C(=O)N2CCC(C(=O)N3CCN(c4ccc(OC)cc4)CC3)CC2)cc1
  A: -13 | B: -1 | C: -7 | D: -6 | E: -2 | F: -6 | G: -4 | H: -1.6 | I: -2 | J: 4
COc1cc(N2CCCC2)c(OC)cc1/C=C(/C#N)c1ccc(F)cc1
  A: -3 | B: 1 | C: -1 | D: 0 | E: 2 | F: 4 | G: -5 | H: -0.7 | I: 8 | J: -3
Cc1ccc(N2C(=O)C3Sc4[nH]c(=O)sc4C(c4ccccc4)C3C2=O)cc1 (configuration not stated)
  A: -10 | B: -2 | C: 13 | D: 11 | E: 0 | F: 7 | G: 1 | H: -0.2 | I: -6 | J: 2
O=C(OC(C(=O)NC1CCCC1)c1ccncc1)C1=Cc2ccccc2OC1 (configuration not stated)
  A: -22 | B: -3 | C: 0 | D: 1 | E: -1 | F: 2 | G: -4 | H: 0.4 | I: -1 | J: 0
Cc1ccc(S(=O)(=O)NCCC(=O)N2CC(C)OC(C)C2)cc1C (configuration not stated)
  A: 5 | B: -4 | C: -1 | D: 4 | E: 2 | F: 9 | G: -2 | H: -2.1 | I: 2 | J: -2
CCCc1nc2c(=O)n(C)c(=O)[nH]c2n1CCC
  A: 10 | B: 1 | C: 1 | D: 6 | E: 1 | F: 8 | G: 1 | H: -3.6 | I: -5 | J: 0
O=C1CCN(C(=O)/C=C/c2ccccc2)c2ccccc21
  A: 17 | B: 3 | C: -2 | D: 1 | E: 6 | F: 9 | G: 0 | H: -2.6 | I: 2 | J: 0
COc1ccccc1NC(=S)NCc1ccc2c(c1)OCO2
  A: -15 | B: -1 | C: -2 | D: 3 | E: 2 | F: -3 | G: 10 | H: -0.4 | I: -7 | J: -1
O=C(CSc1nnc(NC(=O)c2ccccc2C(=O)O)s1)Nc1ccccc1Cl
  A: 2 | B: 1 | C: 3 | D: -1 | E: -3 | F: 13 | G: -1 | H: -1.7 | I: 0 | J: 5
Cc1nn(C)c(C)c1C(C)NC(=O)c1ccc(OC2CCN(Cc3ccccn3)CC2)cc1 (configuration not stated)
  A: -9 | B: 5 | C: -5 | D: 0 | E: 0 | F: 1 | G: 5 | H: -0.9 | I: -1 | J: 2
Cc1nn(CC(=O)Nc2cccc(Cl)c2)c(=O)c2cc(-c3ccccc3)nn12
  A: -12 | B: -2 | C: -2 | D: -3 | E: -3 | F: -3 | G: -4 | H: -1.3 | I: -4 | J: 0
O=C(N/N=C/c1ccc(OCC(=O)N2CCCC2)cc1)C(=O)NC1CC1
  A: -1 | B: -1 | C: 1 | D: -3 | E: 1 | F: 19 | G: 1 | H: -0.6 | I: 4 | J: 1
CC(=O)C[C@H](O)CC(=O)[C@H]1OC(=O)CCCCCCCc2ccccc21
  A: 16 | B: -2 | C: -1 | D: 0 | E: 0 | F: -4 | G: 0 | H: -1.2 | I: -4 | J: 0
COCCn1c(Sc2ccccc2)nc2c1c(=O)[nH]c(=O)n2C
  A: -10 | B: 4 | C: -1 | D: -4 | E: 1 | F: -2 | G: 0 | H: -0.2 | I: -2 | J: 5
CCOC(=O)C1CCN(S(=O)(=O)CCNC(=O)c2ccccc2)CC1
  A: 11 | B: -2 | C: -5 | D: -7 | E: -2 | F: -18 | G: 3 | H: 1.7 | I: -1 | J: -4
Cc1ccc(-n2c(SCC(=O)c3c(N)n(C)c(=O)n(C)c3=O)nc3sc4c(c3c2=O)CCCC4)c(C)c1
  A: 11 | B: -12 | C: 12 | D: -10 | E: -4 | F: -2 | G: 2 | H: 0.7 | I: 1 | J: 2
O=C(NCc1ccccc1)C(c1ccncc1)N(C(=O)c1csnn1)c1ccccc1F (configuration not stated)
  A: 8 | B: 12 | C: 0 | D: 5 | E: 3 | F: 6 | G: -1 | H: -1.2 | I: -1 | J: -1
Cc1cccc(OCCCn2c(CO)nc3ccccc32)c1
  A: 12 | B: -5 | C: -3 | D: -7 | E: 0 | F: -4 | G: 1 | H: 0.0 | I: -3 | J: -2
COc1cccc(NC(=O)CN2C(=O)NC3(CCCCCC3)C2=O)c1
  A: 0 | B: 0 | C: 5 | D: -1 | E: -1 | F: 21 | G: -5 | H: 1.9 | I: 0 | J: -2
O=C(Nc1cccc2c1C(=O)NC2=O)c1ccc(N2C(=O)CCC2=O)cc1
  A: 6 | B: -5 | C: 0 | D: -4 | E: -2 | F: 4 | G: -3 | H: -1.3 | I: 13 | J: 1
CCCc1cc(Nc2cccc(OC)c2)n2ncnc2n1
  A: 8 | B: 5 | C: -6 | D: 1 | E: -2 | F: -7 | G: 0 | H: 0.5 | I: -2 | J: 4
CCCCSc1nc2c(c(=O)[nH]1)CCC2
  A: -3 | B: -1 | C: -5 | D: 3 | E: -2 | F: 14 | G: 2 | H: 0.7 | I: -6 | J: 0
O=C(Cn1cnc2c(nnn2Cc2ccc(F)cc2)c1=O)NC1CCCC1
  A: -2 | B: -3 | C: -1 | D: -6 | E: -3 | F: 5 | G: -1 | H: -1.3 | I: 0 | J: 4
O=C(Cn1ncc2c3ccccc3n(Cc3ccccc3)c2c1=O)NCCN1CCOCC1
  A: 3 | B: 0 | C: -3 | D: -1 | E: 1 | F: 16 | G: 5 | H: 1.0 | I: 0 | J: 12

Grouped by structure, those above with a tert-butyl group.
Assay codes: A = ASAP1 GAP inh; B = HTRA1 inhibitor; C = rCAG binder; D = ABHD4 inh; E = SMARCA2 act; F = ARFGAP1 inhibitor; G = NPR1 activator; H = PG9 binder; I = Rev-erbA mod; J = GC-B act
CC(OC(=O)C1CCN(S(=O)(=O)c2ccc(C(C)(C)C)cc2)CC1)C(=O)N(C)C1CCCCC1 (configuration not stated)
  A: -5 | B: 2 | C: 1 | D: 4 | E: 0 | F: -4 | G: -2 | H: -1.2 | I: 6 | J: 6
CC(C)(C)n1nnnc1C(c1ccccc1)N1CCN(c2ncccn2)CC1 (configuration not stated)
  A: -15 | B: x | C: 0 | D: 7 | E: 0 | F: -3 | G: 1 | H: 0.8 | I: -6 | J: -3
CC(C)(C)NC(=O)C(c1ccc(C#N)cc1)n1c(=O)c(-c2ccccc2)nc2ccccc21 (configuration not stated)
  A: -5 | B: x | C: 5 | D: -14 | E: -5 | F: 2 | G: 0 | H: -3.6 | I: 6 | J: -1

Source: PubChem
